TRPM1 prom inh – inhibitors of MITF-driven TRPM1 promoter in melanoma cells; SK-MEL-5 TRPM1 promoter luciferase, 24 h; inhibition, % at 12.5 µM; 0.83% of 330,000 active; AID 488899;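 active = mean inhibition across replicates of 60% or more, whatever share of single replicates reaches that level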; note: values of inactives mirror those of a sister screen read the other way
NR2E3 ag-1 – activates human NR2E3 receptor; CHO-S Gal4-NCOR/VP16-NR2E3 two-hybrid, luciferase; inhibition of corepressor binding, % at 3.98 µM; 0.35% of 360,000 active; AID 602229;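 active = inhibition above the mean of all tested compounds plus 3 SD, cut at about 70% in these data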;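 note: 0% = DMSO with NR2E3 transfected cells and 100% = cells lacking NR2E3 construct; higher means lower luciferase signal from less NR2E3 corepressor binding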
m5-HT2A agonist – mouse HTR2A agonism via beta-arrestin recruitment | P35363 | CHO-K1 mHTR2A beta-arrestin complementation, luminescence; percent of 30 µM serotonin response | activation, % at 7.6 µM | 0.66% of 360,000 active;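 active = activation above a run cutoff, the mean activation of all tested compounds plus 3 SD, cut at about 14% in these data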;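 note: 0% = plate median of compound wells and 100% = 30 µM serotonin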
Target sequence (P35363 whole entry, looked up): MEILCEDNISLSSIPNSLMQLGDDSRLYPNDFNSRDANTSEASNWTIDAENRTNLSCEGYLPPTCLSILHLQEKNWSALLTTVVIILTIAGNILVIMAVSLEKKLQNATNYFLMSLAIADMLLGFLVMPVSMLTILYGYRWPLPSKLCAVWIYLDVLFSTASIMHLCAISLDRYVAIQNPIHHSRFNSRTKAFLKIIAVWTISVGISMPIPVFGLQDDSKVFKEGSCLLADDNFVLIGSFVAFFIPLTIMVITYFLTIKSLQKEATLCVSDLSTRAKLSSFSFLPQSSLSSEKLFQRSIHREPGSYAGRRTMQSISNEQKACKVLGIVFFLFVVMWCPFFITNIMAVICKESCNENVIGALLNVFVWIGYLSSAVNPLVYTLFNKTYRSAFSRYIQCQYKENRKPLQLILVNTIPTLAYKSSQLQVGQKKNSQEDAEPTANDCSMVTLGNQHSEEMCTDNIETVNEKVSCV
NR2E3 ag-2 – NR2E3 (human) agonism; inhibition of corepressor binding, % at 4.78 µM; AID 2300; 0.12% of 320,000 active; GST-NR2E3/biotin-RetCOR TR-FRET, 1536-well;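 active = percent inhibition above the cutoff of mean plus 3 SD of all tested compounds, set per screening campaign, cut at about 20% in these data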;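 note: 0% = DMSO wells and 100% = biotin wells as full block of FRET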
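System: GST-NR2E3 and biotin-RetCOR proteins; probe or stimulus: 7 nM biotin-RetCOR; doses: compound at 4.8 µM, single dose; schedule: Compound–protein incubation for 5 h at 4 °C; detection: time-resolved FRET; read-out: percent inhibition; controls: biotin wells as high control, 0.6% DMSO wells as low control; format: 1536-well plates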
iPSC survival up – enhancers of human iPSC single-cell survival | 0.044% of 360,000 active | survival enhancement, % at 20 µM | AID 602274 | hiPSC single-cell survival, ATPlite luminescence; 100% = ROCK inhibitor wells, 0% = DMSO; in the data active = survival enhancement above about 18%;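 note: cells exposed to compounds for 16 hours before the ATP read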
H9c2 protect – myocardial damage modulation in H9c2 cells; H9c2 cardiomyocytes, H2O2 injury protection, ATPLite, 2 h; protection from H2O2 cell death, % at 20 µM; 0.63% of 360,000 active; AID 588492;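 active = compounds giving at least 50% protection of heart cells from peroxide-induced death in the single-dose screen, raw or plate-pattern-corrected value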;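 note: 0% = DMSO wells with peroxide and 100% = DMSO wells without peroxide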
PDI inh – PDI (human) enzyme inhibition; PDI insulin aggregation turbidity, A650, 90 min; inhibition, % at 10 µM; 0.052% of 350,000 active; AID 588391;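 active = mean inhibition across replicates of 30% or more, whatever share of single replicates reach that level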;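 note: absorbance from insulin aggregation driven by PDI reduction with DTT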
Target sequence (P07237 whole entry, looked up): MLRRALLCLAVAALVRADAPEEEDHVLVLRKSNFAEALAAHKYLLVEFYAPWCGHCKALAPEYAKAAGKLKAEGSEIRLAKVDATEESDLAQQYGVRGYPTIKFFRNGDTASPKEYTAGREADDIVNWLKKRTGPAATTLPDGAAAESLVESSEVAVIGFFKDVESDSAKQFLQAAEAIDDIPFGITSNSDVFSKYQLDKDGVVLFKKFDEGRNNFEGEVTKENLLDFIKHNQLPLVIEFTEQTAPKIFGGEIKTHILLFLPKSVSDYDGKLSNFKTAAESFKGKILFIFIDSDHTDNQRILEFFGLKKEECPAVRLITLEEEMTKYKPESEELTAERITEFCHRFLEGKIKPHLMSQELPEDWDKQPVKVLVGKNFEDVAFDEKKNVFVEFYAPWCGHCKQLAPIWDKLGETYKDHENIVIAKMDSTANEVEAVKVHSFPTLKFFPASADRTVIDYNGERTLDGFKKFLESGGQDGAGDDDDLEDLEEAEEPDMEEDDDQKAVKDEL
CaV13 ICDI inh – Disruptors of the CACNA1D IQ motif to Ca2+-dependent inactivation inhibitor domain association, primary screening, Förster resonance energy transfer in intact living …; 0.098% of 340,000 active; HEK cells, CFP/YFP FRET ICDI-IQ, plate reader, 10 min; percent FRET-ratio fall versus neutral wells; inhibition, % at 12.3 µM; AID 743397;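 active = mean replicate inhibition of at least 30% and at least 1% of replicates passing that level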;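 note: 0% = median of the neutral control wells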
Peg3 prom inh – Peg3 promoter activity inhibition. HeLa PEG-Prom luciferase reporter, luminescence, overnight. inhibition, % at 20 µM. 1.7% of 360,000 active;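 active = inhibition of at least 50% at 20 µM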
HIF-2a inh – inhibitors of HIF-2a. 786-0 RCC cells HIF-2a reporter, luciferase luminescence, overnight. inhibition, % at 18.8 µM. 0.72% of 360,000 active. AID 624352;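 active = inhibition of the luminescence signal of 40% or more relative to plate controls, in a single-dose primary screen at 18.75 µM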
Shn3 3UTR inh – Schnurri-3 reporter inhibition in Clone20 osteoblasts; Clone20 osteoblast Shn3 3'UTR firefly luciferase, 24 h; inhibition, % at 12.5 µM; 0.52% of 360,000 active;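 active = mean inhibition of at least 75% with every replicate also reaching 75%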;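 note: 0% = median of neutral control wells and 100% = pilot-screen positive control compound; some compounds past the cut are filed as inactive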
* = called active by the depositor; . = not tested or not shown.

SMILES	TRPM1 prom inh	NR2E3 ag-1	m5-HT2A agonist	NR2E3 ag-2	iPSC survival up	H9c2 protect	PDI inh	CaV13 ICDI inh	Peg3 prom inh	HIF-2a inh	Shn3 3UTR inh
COc1ccc(-c2nc3n(c(=O)c2C#N)CCS3)cc1	4	-7	-1	7	0.2	4	-7	-3	9	7	-7
COC(=O)C(Cc1ccccc1)NC(=O)c1ccc(NS(=O)(=O)c2ccc3[nH]c(=O)[nH]c3c2)cc1 (configuration not stated)	-2	3	-3	-4	0.1	3	-13	-5	7	4	-7
COC(=O)Sc1nc(N2CCOCC2)c2c(c1C#N)CC(C)(C)OC2	10	4	0	14	-0.9	55*	2	-1	6	5	-4
CN1C(=O)SC(Nc2cccc3ccccc23)C1=O (configuration not stated)	6	-11	-5	1	1.3	13	8	.	1	20	-28
Cn1c(=O)c2cn(-c3ccccc3)cc2n(C)c1=O	-19	-38	2	1	-4.2	-6	-8	-4	-30	-12	-7
CCOC(=O)c1c(-c2ccc(C)o2)csc1NC(=O)CN(C)CC(=O)Nc1ccc(C)cc1	-21	-12	-4	-1	-0.9	-15	1	-4	21	1	76
Cc1nc2c(C(=O)NCCc3ccccc3Cl)c[nH]n2c(=O)c1Cl	-1	6	0	1	0.4	2	0	-8	4	-22	6
COc1ccc(NC(=O)C2CCCN2C(=O)Nc2cccc(F)c2)cc1 (configuration not stated)	19	18	-2	0	-0.7	-2	0	-16	7	19	-3
COc1cccc(OC)c1CN(C)C(=O)c1cnccc1C(F)(F)F	.	-2	-4	-1	0.0	3	4	-20	0	21	11
COc1cccc(N2CC(C)Cn3c2nc2c3c(=O)[nH]c(=O)n2C)c1 (configuration not stated)	9	-15	-6	.	0.3	-3	-8	-4	7	0	12
CCOc1ccc(NC(=S)NC(=O)/C=C/c2ccc(OC)c(OC)c2)c([N+](=O)[O-])c1	57	-9	1	1	3.4	6	-4	-4	42	0	34
CCOC(=O)N1CCN(CC(O)COC(CC)c2ccccc2)CC1 (configuration not stated)	24	-3	1	-2	-2.3	3	-1	-6	3	16	-2
CCN(C(=O)c1cc(S(=O)(=O)N2CCCCC2)c[nH]1)c1ccc(OC)cc1	-8	-41	-2	4	-0.7	-3	10	-7	13	13	10
Cc1ccc(S(=O)(=O)Nc2cc(C(=O)NCCN3CCCC3)ccc2N2CCCCC2)cc1	0	6	-8	-2	-1.8	-15	-7	.	47	7	-2
Cc1cc(N/C(=N/S(=O)(=O)c2cc(F)ccc2F)c2ccccc2)n(-c2ccccc2)n1	-4	-6	-1	1	-0.2	3	3	-5	-3	-10	4
COc1ccccc1N1CSC2=C(C#N)C(c3ccc(SC)cc3)CC(=O)N2C1 (configuration not stated)	-8	-37	-1	4	-0.6	10	.	-8	5	-1	-13
S=C(N/N=C/c1ccccc1Cl)Nc1cccc(Cl)c1Cl	5	-42	-2	0	-0.4	-12	-1	3	1	-44	-6
C=CCNC(=O)c1ccc2c(c1)nnn2C	1	14	-3	2	0.3	-4	8	-4	-6	5	19
O=C(Cc1ccccc1)Nc1cccc(-c2nc3ncccc3o2)c1	-26	-14	7	1	-0.9	6	3	-4	-26	-124	-10
Cc1ccc(NC(=O)CCC(=O)O)cc1F	4	-10	-3	0	0.2	5	-6	-7	2	-10	-6
Cc1nc2ccc(NS(=O)(=O)c3c(F)cccc3F)cc2s1	7	35	5	.	-2.1	-6	5	-6	-26	-5	33
CN(C)CC/C=C1\c2cc(F)ccc2CSc2ccccc21	-37	5	-4	2	-2.5	20	-1	-8	3	17	9
Cc1cccc(NC2=C(NCCO)C(=O)c3ccccc3C2=O)c1	21	-51	-2	-12	0.4	-10	2	-3	-20	-54	15
O=C(CSc1nc(Nc2ccccc2)nc(N2CCOCC2)n1)Nc1cc(Cl)ccc1O	13	49	-4	.	1.3	-16	5	-7	87*	27	17

Single records, from the list above. Order of screens: TRPM1 prom inh, NR2E3 ag-1, m5-HT2A agonist, NR2E3 ag-2, iPSC survival up, H9c2 protect, PDI inh, CaV13 ICDI inh, Peg3 prom inh, HIF-2a inh, Shn3 3UTR inh
CN(C)CC/C=C1\c2cc(F)ccc2CSc2ccccc21 as listed: -37, 5, -4, 2, -2.5, 20, -1, -8, 3, 17, 9
COc1ccccc1N1CSC2=C(C#N)C(c3ccc(SC)cc3)CC(=O)N2C1 (configuration not stated) as listed: -8, -37, -1, 4, -0.6, 10, ., -8, 5, -1, -13

Reprinted from above (14 entries):
SMILES	TRPM1 prom inh	NR2E3 ag-1	m5-HT2A agonist	NR2E3 ag-2	iPSC survival up	H9c2 protect	PDI inh	CaV13 ICDI inh	Peg3 prom inh	HIF-2a inh	Shn3 3UTR inh
COc1ccc(-c2nc3n(c(=O)c2C#N)CCS3)cc1	4	-7	-1	7	0.2	4	-7	-3	9	7	-7
COC(=O)C(Cc1ccccc1)NC(=O)c1ccc(NS(=O)(=O)c2ccc3[nH]c(=O)[nH]c3c2)cc1 (configuration not stated)	-2	3	-3	-4	0.1	3	-13	-5	7	4	-7
COC(=O)Sc1nc(N2CCOCC2)c2c(c1C#N)CC(C)(C)OC2	10	4	0	14	-0.9	55*	2	-1	6	5	-4
CN1C(=O)SC(Nc2cccc3ccccc23)C1=O (configuration not stated)	6	-11	-5	1	1.3	13	8	.	1	20	-28
Cn1c(=O)c2cn(-c3ccccc3)cc2n(C)c1=O	-19	-38	2	1	-4.2	-6	-8	-4	-30	-12	-7
CCOC(=O)c1c(-c2ccc(C)o2)csc1NC(=O)CN(C)CC(=O)Nc1ccc(C)cc1	-21	-12	-4	-1	-0.9	-15	1	-4	21	1	76
Cc1nc2c(C(=O)NCCc3ccccc3Cl)c[nH]n2c(=O)c1Cl	-1	6	0	1	0.4	2	0	-8	4	-22	6
COc1ccc(NC(=O)C2CCCN2C(=O)Nc2cccc(F)c2)cc1 (configuration not stated)	19	18	-2	0	-0.7	-2	0	-16	7	19	-3
COc1cccc(OC)c1CN(C)C(=O)c1cnccc1C(F)(F)F	.	-2	-4	-1	0.0	3	4	-20	0	21	11
COc1cccc(N2CC(C)Cn3c2nc2c3c(=O)[nH]c(=O)n2C)c1 (configuration not stated)	9	-15	-6	.	0.3	-3	-8	-4	7	0	12
CCOc1ccc(NC(=S)NC(=O)/C=C/c2ccc(OC)c(OC)c2)c([N+](=O)[O-])c1	57	-9	1	1	3.4	6	-4	-4	42	0	34
CCOC(=O)N1CCN(CC(O)COC(CC)c2ccccc2)CC1 (configuration not stated)	24	-3	1	-2	-2.3	3	-1	-6	3	16	-2
CCN(C(=O)c1cc(S(=O)(=O)N2CCCCC2)c[nH]1)c1ccc(OC)cc1	-8	-41	-2	4	-0.7	-3	10	-7	13	13	10
Cc1ccc(S(=O)(=O)Nc2cc(C(=O)NCCN3CCCC3)ccc2N2CCCCC2)cc1	0	6	-8	-2	-1.8	-15	-7	.	47	7	-2

Additional entries.
SMILES	TRPM1 prom inh	NR2E3 ag-1	m5-HT2A agonist	NR2E3 ag-2	iPSC survival up	H9c2 protect	PDI inh	CaV13 ICDI inh	Peg3 prom inh	HIF-2a inh	Shn3 3UTR inh
COc1ccc(OC)c(N(CC(=O)N2CCCC2)S(=O)(=O)c2ccc(OC)c(OC)c2)c1	-8	2	8	0	-1.4	3	2	-5	13	3	-7
COc1ccc(OC)c(C2NC(=O)c3sc(=S)n(-c4ccccc4)c3N2)c1 (configuration not stated)	12	-5	1	2	0.4	-4	-1	-6	3	19	-6
CCCCN(C)CCCNC(=O)Cn1cc2c(n1)-c1c(oc(C(=O)N3CCCC3)c1C)CC2	.	-5	1	.	-1.6	-2	-4	-5	-4	13	-3
N#Cc1cccc(C(c2nnnn2Cc2ccccc2)N2CCCC2)c1 (configuration not stated)	4	-9	4	0	0.2	-1	-3	-9	-1	2	-16
O=C(CSc1ccc(-c2ccccc2)nn1)N1CCCc2ccccc21	0	8	-3	-2	-0.2	2	14	-3	-10	-24	-2
COc1cccc(N2CCN(S(=O)(=O)c3ccc4ccccc4c3)CC2)c1	3	17	8	.	0.0	-12	-4	-6	8	-7	13
CCN1C(=O)N(c2ccc(C(C)=O)cc2)S(=O)(=O)c2ccccc21	6	-25	2	0	-0.5	0	-7	-19	-7	16	16
Cc1ccc(CNS(=O)(=O)c2ccc(-c3cnc(C4CC4)o3)cc2)cc1	2	70*	-5	1	-0.3	-5	-2	-7	25	29	-10
COC(=O)c1ccc(NC(=O)c2ccc3nccnc3c2)cc1	-12	-27	10	2	-0.4	11	-2	-3	-106	-56	-5
COc1ccc(Cc2nnc(NC(=O)c3ccc(OC)c(OC)c3)s2)cc1OC	-5	6	5	2	-0.2	2	2	-2	-3	16	4
COc1ccccc1-c1ccc(SCC(=O)NCc2ccc3c(c2)OCO3)nn1	2	-18	-3	-2	-0.3	-2	0	-18	1	5	-19
COc1ccc(-c2sc(Nc3ccccc3)n[n+]2-c2ccc(F)cc2)c(C)c1C	-9	-10	-5	2	-2.1	-11	-3	-5	29	5	21
O=C(CN1C(=O)c2ccccc2S1(=O)=O)NCCSCc1cccc(Cl)c1	0	8	-3	3	0.5	0	-12	-7	-3	0	-5
CCCCN1C(=O)CCC(C(=O)O)C1c1ccc(OC)cc1 (configuration not stated)	-8	31	4	-2	0.2	7	4	-3	-15	8	5
COc1cccc(NC(=S)N(CCN(C)C)Cc2cccs2)c1	0	4	1	-4	-0.8	0	1	-5	14	16	22
Cc1nn(C)c(C)c1/C=N/NC(=O)CCn1cc([N+](=O)[O-])cn1	-2	-16	0	-2	0.8	0	1	.	1	16	2
CC(COc1ccc(C(C)C)cc1)NC(=O)c1ccc(Br)o1 (configuration not stated)	8	35	2	-2	-0.2	-13	-19	-6	2	-2	-5
O=C(CCCCCn1c(=S)[nH]c2ccc(Br)cc2c1=O)NCC1CCCO1 (configuration not stated)	-1	-10	7	-1	0.8	-4	-2	-5	18	18	28

Source: PubChem BioAssay
